Compound activity from PubChem BioAssay.
Mito fusion yeast: blocks mitochondrial division or promotes mitochondrial fusion | S. cerevisiae fusion-defective mutant growth rescue, CellTiterGlo 48 h | 320,000 tested, 0.23% active | Potency, µM (highest dose often 46.1 µM), for the others: at the highest dose growth rescue (activation), usual class: activators;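 also: potency is read from the fitted curve at half-maximal effect; % of control where 0% means no effect; nearly all actives have a fitted effect of over 45% in size; temperature-sensitive fusion mutants such as fzo1-1 at 37 °C on non-fermentable ethanol glycerol medium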
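Growth-rescue viability read-out: after 48 h at the non-permissive 37C in glycerol/ethanol YPEG, yeast mitochondrial fusion mutants are measured by CellTiterGlo luminescence; compounds (23 nl pinned per well) restoring growth score as division inhibitors or fusion activators.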
ELG1 DNA repair: inhibitors of ELG1-dependent DNA repair in HEK293T cells; 330,000 tested, 2.3% active; HEK293T ELG1-luciferase reporter, luminescence, 16 h; DNA damage induced by 5-fluorouridine; Potency, µM (series often up to 46.1 µM), without a hit: top-dose activity change, negative = inhibition, hits mostly inhibitors; also: potency is read from the fitted curve at half-maximal effect; % is scaled to controls: 0 for no effect and ±100 for the full control effect; nearly all actives have a fitted effect of over 55% in size
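DMSO vehicle served as the neutral condition. Each well held 2,000 cells given 5-fluorouridine plus compound; after 16 hr at 37 °C/5% CO2, ONE-Glo was added and luciferase measured 30 min later.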
PTAP TSG101 blk: blocks PTAP/TSG101 interaction to inhibit HIV-1 budding; Q99816; Fluorescence polarization, FITC-PTAP peptide / Tsg101 binding; Potency, µM (doses to about 115 µM), inactives show top-dose activity change, negative = inhibition, most hits filed as inhibitors; 340,000 tested, under 10 active; active = well fitted inhibition curve with a large enough effect in the main read-out, with a control signal flat, not every such curve was filed as active; inconclusive = small, poorly fitted or top-dose-only effect, or effect the other way, or a change in a side signal; inactive = no such curve, though single readings can be large or run the other way; also: potency is read from the fitted curve at half-maximal effect; % of control where 0% means no effect
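Compounds were pin-transferred onto Tsg101 binding domain (10 uM final) in HEPES pH 7.5 buffer, then FITC-PTAP peptide was added at 50 nM final. After 20 min at RT, polarization reported peptide displacement across a qHTS concentration series.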
TSHR antag: blocks TSH signaling through the human TSH receptor; AID 504810; activity change, negative = inhibition, % at 11.5 µM; TSHR-expressing cells, TSH-stimulated cAMP HTRF, 2 h; stronger effect = lower value; 330,000 tested, 0.2% active;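 active = activity change below a set negative limit, meaning inhibition stronger than a set level, cut at about -70% in these data; inconclusive = activity change between two set negative limits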; also: % is scaled to controls: 0 for no effect and ±100 for the full control effect
Target sequence (P16473 whole entry, looked up): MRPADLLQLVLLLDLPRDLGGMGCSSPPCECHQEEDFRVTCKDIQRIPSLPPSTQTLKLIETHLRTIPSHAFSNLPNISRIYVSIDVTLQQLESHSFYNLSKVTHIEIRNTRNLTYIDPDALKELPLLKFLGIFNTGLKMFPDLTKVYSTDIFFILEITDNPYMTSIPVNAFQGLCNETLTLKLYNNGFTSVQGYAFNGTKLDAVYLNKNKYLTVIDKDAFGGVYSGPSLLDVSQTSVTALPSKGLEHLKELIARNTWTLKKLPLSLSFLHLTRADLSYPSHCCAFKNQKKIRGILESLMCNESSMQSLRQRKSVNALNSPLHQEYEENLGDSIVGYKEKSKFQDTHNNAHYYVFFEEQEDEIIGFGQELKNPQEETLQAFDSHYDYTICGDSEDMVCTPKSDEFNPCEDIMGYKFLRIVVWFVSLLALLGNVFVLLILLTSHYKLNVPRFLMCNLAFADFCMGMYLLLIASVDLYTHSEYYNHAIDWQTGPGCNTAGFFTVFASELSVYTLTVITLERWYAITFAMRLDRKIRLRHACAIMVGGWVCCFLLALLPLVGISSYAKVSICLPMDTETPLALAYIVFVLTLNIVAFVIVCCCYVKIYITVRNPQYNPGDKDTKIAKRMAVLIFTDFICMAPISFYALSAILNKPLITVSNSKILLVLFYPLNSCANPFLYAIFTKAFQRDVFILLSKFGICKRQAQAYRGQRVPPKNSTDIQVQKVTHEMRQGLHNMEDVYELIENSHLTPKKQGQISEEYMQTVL
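TSHR-expressing cells were treated with compounds, then stimulated with TSH at EC80 (4nM final) for 2 hours at 37 deg C. Cellular cAMP was measured by HTRF competition between lysate cAMP and cAMP-d2 for a cryptate-labelled anti-cAMP antibody.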
uPA generation: cell surface uPA generation inhibition | cell surface uPA generation assay, qHTS | AID 540303 | Potency, µM (titrated, usually from 38.3 µM), for the others: top-dose activity change, negative = inhibition, hits mostly inhibitors | 330,000 tested, 0.31% active; active = well fitted inhibition curve with a large enough effect; inconclusive = small, poorly fitted or top-dose-only effect; inactive = no such curve, though single readings can be large or run the other way; tested in mouse RAW 264.7 cells; also: potency is read from the fitted curve at half-maximal effect; % is scaled to controls: 0 for no effect and ±100 for the full control effect; nearly all actives have a fitted effect of over 55% in size
USP2a inh: USP2a (human) protease inhibition; USP2 core, Ub-CHOP2 coupled fluorogenic reporter, 485/531; AID 463254; O75604; 330,000 tested, 0.01% active; Potency, µM (titrated, usually from 38.3 µM), for inactives: top-dose activity change, negative = inhibition, most hits filed as inhibitors;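 also: potency is read from the fitted curve at half-maximal effect; plate controls were DMSO wells for no effect and full inhibition by NEM control for full effect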
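USP2 core (10nM final) preincubated 30min RT with compound in 20mM Tris-HCl pH 8.0, 2mM CaCl2, 2mM beta-mercaptoethanol, 0.05% CHAPS; 25nM Ub-CHOP2 plus 25nM reporter substrate added, fluorescence (Ex485/Em531) read after 60min.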
Tb PFK inh: T. brucei PFK enzyme inhibition | T. brucei PFK, ADP-Glo luminescence | Potency, µM (highest dose often 57.5 µM), for inactives: at the top dose activity, negative = inhibition, actives largely listed as inhibitors | 330,000 tested, 0.17% active | AID 485367;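 also: potency is read from the fitted curve at half-maximal effect; 0% = uninhibited 1x PFK enzyme wells and -100% = no-enzyme wells; nearly all actives have a fitted effect of over 60% in size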
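Compounds were pin-transferred as a titration series up to 57 uM into substrate buffer (0.5 mM F6P, 0.1 mM ATP, pH 8.0), then 1.25 nM PFK was added and reactions ran 45 min before ADP-Glo detection.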
BCR signal inh: blocks chronic active B-cell receptor signaling. ABC-DLBCL IkBa-CBG/CBR reporter, luminescence ratio, 4 h. Potency, µM (top dose mostly 46.1 µM), for inactives: at the highest dose ratio change, negative = lower green/red ratio, usual class: inhibitors. 340,000 tested, 0.05% active. AID 493014; active = well fitted inhibition curve with a large enough effect in the signal ratio, with a control signal flat, not every such curve was filed as active; inconclusive = small, poorly fitted or top-dose-only effect, or effect the other way, or a change in a side signal; the % refers to the signal ratio;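 also: potency is read from the fitted curve at half-maximal effect; plate controls were basal doxycycline-induced cells for no effect and cells given 10 µM MG132 for full effect; MG132 reads +100%, hits lower the ratio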
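Doxycycline induced both beetle luciferases in TMD8 lymphoma cells; IKK-driven degradation limits the IkappaBalpha-fused green signal, while red luminescence normalises for cell number and nonspecific effects. Compounds tested up to 46 uM, 4 hrs.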
B2AR arrestin: beta2AR (human) beta-arrestin recruitment activity; Potency, µM (titrated, usually from 46.1 µM), for the others: at the highest dose activation, hits mostly activators; AID 492947; 330,000 tested, 0.02% active; beta-arrestin recruitment to beta2AR, cell-based reporter;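 also: potency is read from the fitted curve at half-maximal effect; 0% = DMSO controls and full agonism = EC100 isoproterenol or metaproterenol; nearly all actives have a fitted effect of over 65% in size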
Eya2 inh: blocks the phosphatase activity of human Eya2; recombinant Eya2, OMFP fluorescence dephosphorylation (OMFP is methylfluorescein phosphate); Potency, µM (top dose mostly 76.9 µM), without a hit: at the highest dose activity, negative = inhibition, actives largely listed as inhibitors; 330,000 tested, 0.006% active; AID 488837; also: potency is read from the fitted curve at half-maximal effect; % is scaled to controls: 0 for no effect and ±100 for the full control effect
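Eya2 (0.2 uM) preincubated 10 min at ambient with compound, then OMFP substrate added at 50 uM; 10 min reaction in 50 mM HEPES pH 7.5, 50 mM NaCl, 5 uM MgCl2, 0.05% BSA, 1 mM DTT. Fluorescence read at Ex 485/Em 525 nm.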
TCR activator: T cell receptor activation. Potency, µM (titrated, usually from 9.22 µM), inactives show at the top dose activation of IL-2 secretion, most hits filed as activators. 330,000 tested, under 10 active. primary human leukocytes, anti-CD3, IL-2 HTRF, 48 h; also: % of control where 0% means no effect
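TCR engagement came from a-CD3 beads alone, with compounds added to primary human leukocytes for 48 hr. Secreted IL-2 bridged europium cryptate- and d2-labelled anti-IL-2 antibodies, giving FRET emission at 665nm after 320nm excitation.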
* hit, by the source's call; ? = inconclusive; . = not tested or not shown; [ ] = remark or other dose. Unless noted, calls follow the shape of the dose curve; as a rule, active = well fitted curve in the direction sought with a large enough effect; inconclusive = small, poorly fitted or top-dose-only effect, or another doubt; inactive = no such curve, though single readings can be large; an effect the other way counts as inactive or inconclusive. Compounds as they come; overall some 3% were active at least once.

SMILES	Mito fusion yeast	ELG1 DNA repair	PTAP TSG101 blk	TSHR antag	uPA generation	USP2a inh	Tb PFK inh	BCR signal inh	B2AR arrestin	Eya2 inh	TCR activator
CCNC(=O)CC1C(=O)N(CC)C(=S)N1NC(=O)c1cccnc1 (configuration not stated)	2%	0%	-2%	-3	3%	-1%	1%	-1%	-0.3%	-3%	-3%
CCOc1ccc2nc(NC(=O)c3c([N+](=O)[O-])cnn3CC)sc2c1	9%	-11%	-2%	2	-1%	4%	8%	3%	6.5%	-2%	-3%[46.1 µM]
Cc1cccc(C)c1OCCCN1CCCC1	0%	2%	-4%	1	2%	3%	-4%	-9%	-0.6%	-28%	2%
O=C(CCC(=O)Nc1ccc(F)cc1)N/N=C/c1ccccc1	-5%	-1%	-3%	-10	-4%	4%	0%	1%	-0.4%	0%	-24%
CCCCNc1nnc(SCC(=O)c2c(N)n(C3CC3)c(=O)[nH]c2=O)s1	.	-1%	-3%	10	16%	-3%	-1%	4%	2.8%	-5%	0%
O=C(Nc1ccccc1OCc1ccccc1)c1ccccc1Br	6%	11%	-15%	29	-29%	-4%	0%	8%	-1.1%	-18%	3%
O=C(CNC(=O)c1ccc(Cl)cc1Cl)OCC(=O)c1ccc2c(c1)OCCO2	-5%	?	-6%	-4	-1%	4%	3%	19%	-0.5%	1%	-1%
Cn1c(C(=O)O)ccc1S(=O)(=O)N(Cc1ccccc1)Cc1ccccc1	7%	0%	-3%	1	-5%	-5%	-2%	15%	-0.4%	-4%	6%
CC(OC(=O)Cc1c[nH]c2ccccc12)C(=O)c1ccccc1 (configuration not stated)	12%	.	-12%	-4	-12%	1%	-3%	4%	-0.1%	-7%	0%
CSc1ccccc1Sc1cc(C(=O)O)c2ccccc2n1	-1%	4%	3%	7	-1%	5%	7%	-26%	0.0%	-2%	-12%[46.1 µM]
Nc1nc(Cl)nc(N(c2ccccc2)c2ccccc2)n1	-9%	?	-2%	-1	-7%	-4%	0%	?	-0.6%	-16%	1%[46.1 µM]
COc1ccc(N2C(=O)/C(=C\c3ccco3)N=C2SCC(=O)NC(C)(C)C)cc1Cl	1%	?	0%	5	-6%	-1%	3%	?	10%	1%	3%[46.1 µM]
COCCCN1CC(=O)N2C(c3ccc(OC)c(OC)c3)c3[nH]c4ccccc4c3C[C@H]2C1=O (some centres not stated)	-3%	2%	-4%	8	1%	-1%	1%	?	0.2%	-2%	-13%
Cc1nn(Cc2c(Cl)cccc2Cl)c(C)c1N	-4%	16%	-8%	-15	-1%	5%	-1%	-5%	0.4%	4%	2%[46.1 µM]
COc1ccc(NC(=O)Nc2ccc(F)c(F)c2)c(OC)c1	-5%	8%	-4%	-5	-2%	0%	-15%	?	0.1%	0%	-2%
Cc1ccc(C(=O)Nc2cccc(-c3cnc4ccccc4n3)c2)cc1	-1%	4%	-6%	-15	11%	1%	-1%	-1%	0.1%	-8%	-3%
CCn1ncc(Cl)c1C(=O)NC(=S)Nc1ccccc1Br	7%	17%	-9%	-5	0%	-10%	1%	?	?	-4%	.
CCOc1ccc(Cc2nnc(SCC(N)=O)n2C)cc1	-3%	-1%	-3%	6	.	4%	3%	-11%	-0.2%	5%	5%
CC1CN(CC(=O)Nc2ccc(Br)cn2)CC(C)O1 (configuration not stated)	-5%	0%	-3%	25	0%	1%	1%	?	0.3%	?	10%
CC1=CC(=C(C#N)C#N)C=C(C)N1CCN1CCN(C(=O)Nc2ccc(Cl)c(Cl)c2)CC1	-3%	13%	?	-7	-22%	0%	-4%	-3%	-1.9%	1%	0%[46.1 µM]
O=C(c1c(F)cccc1F)N(C1CCCCC1)C1CCCCC1	-7%	-9%	-1%	9	-13%	2%	0%	4%	0.1%	?	-2%
Cc1c(/C=C2\SC(=O)N(CC(=O)Nc3ccc4c(c3)OCO4)C2=O)c2ccccc2n1C	-3%	0%	-5%	11	6%	0%	-1%	13%	0.0%	12%	.
O=C(O)C(=O)Cc1c[nH]c2ccccc12	-4%	1%	0%	-5	1%	4%	1%	?	0.4%	5%	1%
CCOC(=O)CN1N=C(c2ccc(Cl)cc2)CCC1=O	0%	?	0%	-2	-3%	1%	-11%	-1%	0.1%	-3%	7%
CC(=O)Nc1ccccc1NC(=O)c1cccc2ccccc12	-3%	-4%	-4%	0	0%	1%	0%	2%	-3.5%	-15%	8%[46.1 µM]

Next section
SMILES	Mito fusion yeast	ELG1 DNA repair	PTAP TSG101 blk	TSHR antag	uPA generation	USP2a inh	Tb PFK inh	BCR signal inh	B2AR arrestin	Eya2 inh	TCR activator
COc1ccc(/C=C/C(=O)Nc2ccc(N3CCOCC3)cc2)cc1	-3%	8%	-1%	2	2%	4%	-3%	0%	0.0%	6%	2%
Cc1cc(SCc2cccc(Cl)c2)nc(=O)[nH]1	29%	?	-6%	0	9%	0%	-8%	-3%	0.1%	-5%	7%
CS(=O)(=O)c1ccc(-c2cccc(NC(=O)COc3ccc(Cl)cc3)c2)nn1	-10%	?	-6%	51	-1%	-3%	-24%	-15%	-1.3%	5%	-2%
O=C(Nc1ccccc1F)c1ccn[nH]1	-1%	?	1%	3	-2%	0%	-3%	?	-0.1%	-1%	-1%
Cc1ccc(-c2cc(C(F)(F)F)n3ncc(C(=O)N4CCCCC4c4cccnc4)c3n2)cc1 (configuration not stated)	-1%	?	-1%	-4	4%	-1%	-6%	6%	0.0%	-1%	16%
CCOc1ccc(C=NNC(=O)c2ccc(-n3cnnn3)cc2)cc1	.	?	-1%	.	-3%	5%	0%	-4%	-0.3%	4%	0%
CN(C)S(=O)(=O)Nc1ccc2c(c1)Cc1ccccc1-2	1%	0%	-5%	-14	4%	3%	1%	1%	-0.1%	-2%	-3%
COc1ccc(-n2ncc3c(N(C)C4CCCCC4)ncnc32)cc1	0%	?	-4%	?	?	1%	6%	13%	0.3%	0%	-3%
O=C(O)c1ccc(NS(=O)(=O)c2ccc3nnn(O)c3c2)cc1	2%	-7%	-1%	5	0%	0%	3%	12%	-0.3%	-23%	0%
Cc1nc2ccccc2n1CC(=O)OCC(=O)N1CCC(C)CC1	.	?	-2%	-4	-5%	2%	3%	-4%	-0.2%	4%	-1%[46.1 µM]
CC(C)N(C(=O)Cn1c(-c2ccccc2Cl)nc2ccccc21)c1ccccc1	0%	-3%	1%	30	2%	1%	-4%	-1%	-0.5%	-3%	0%[46.1 µM]
CC(C)=CC(=O)Nc1ccc(Cl)cc1	2%	?	-4%	-2	1%	0%	1%	1%	-0.1%	-3%	-10%
COc1ccccc1NC(=O)CSc1nnc(CC(=O)Nc2ccccc2C)n1C	-4%	10%	1%	-1	1%	3%	-3%	6%	-0.6%	3%	-12%
O=C(/C=C/c1cc([N+](=O)[O-])ccc1OC(F)F)NCc1ccc(F)cc1	-1%	-22%	-1%	9	-3%	1%	-1%	3%	5.8%	5%	0%
Cc1ccc(C(=O)N2CCOCC2)cc1S(=O)(=O)N1CCCCC1	0%	8%	.	-2	4%	2%	3%	5%	0.3%	6%	-2%

Structures listed so far with a COOH group (four):
SMILES	Mito fusion yeast	ELG1 DNA repair	PTAP TSG101 blk	TSHR antag	uPA generation	USP2a inh	Tb PFK inh	BCR signal inh	B2AR arrestin	Eya2 inh	TCR activator
Cn1c(C(=O)O)ccc1S(=O)(=O)N(Cc1ccccc1)Cc1ccccc1	7%	0%	-3%	1	-5%	-5%	-2%	15%	-0.4%	-4%	6%
CSc1ccccc1Sc1cc(C(=O)O)c2ccccc2n1	-1%	4%	3%	7	-1%	5%	7%	-26%	0.0%	-2%	-12%[46.1 µM]
O=C(O)C(=O)Cc1c[nH]c2ccccc12	-4%	1%	0%	-5	1%	4%	1%	?	0.4%	5%	1%
O=C(O)c1ccc(NS(=O)(=O)c2ccc3nnn(O)c3c2)cc1	2%	-7%	-1%	5	0%	0%	3%	12%	-0.3%	-23%	0%
